TRHR agonist: TRH receptor (human) agonism; activation, % at 2 µM; TRHR cells, calcium flux fluo-8, FDSS agonist mode; AID 493084; actives 0.18% (n = 360,000); in the data active = activation above about 30%; note: 0% is about no effect
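Fluo-8-loaded TRHR cells; 10 s baseline, compound added, kinetic Ca2+ fluorescence read 1/s, agonist mode.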
Anesthetic bind: candidate novel general anesthetic via apoferritin binding; actives 0.074% (n = 350,000); AID 485281; apoferritin/1-aminoanthracene competitive binding, fluorescence; Potency, µM (titrated, usually from 77.5 µM), without a hit: at the highest dose activity change, negative = displacement, hits mostly inhibitors; note: potency is the fitted concentration of half-maximal effect; % is set by controls: 0 for no effect and ±100 for the full control effect; nearly all actives have a fitted effect of over 20% in size
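Read-out: endpoint 1-AMA fluorescence, excitation 380 nm and emission 535 nm, after compounds sit 10 min at room temperature with 10 uM horse-spleen apoferritin in 50% saturated 1-AMA/PBS. Values come from four-parameter Hill fits.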
POLB inh: inhibitors of human DNA polymerase beta; actives 1.3% (n = 340,000); Pol beta primer extension/strand displacement, fluorescence kinetic; Potency, µM (titrated, usually from 114 µM), inactives show at the top dose activity change, negative = inhibition, hits mostly inhibitors; P06746; AID 485314; note: potency is the fitted concentration of half-maximal effect; % is set by controls: 0 for no effect and ±100 for the full control effect
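Values derive from four-parameter Hill fits of normalized kinetic data: reads at 0 and 10 min following addition of 50 nM substrate to 10 nM Pol beta preincubated 15 min with compound.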
ERG Ets-DNA blk: inhibitors of human ERG Ets domain-DNA interaction. P11308. Potency, µM (top dose mostly 76.9 µM), for inactives: at the top dose FP activity, negative = inhibition, usual class: inhibitors. fluorescence polarization, His-ERG Ets domain / labelled DNA. actives 0.028% (n = 370,000); active = well fitted inhibition curve with a large enough effect in the polarisation, with a control signal flat; inconclusive = small, poorly fitted or top-dose-only effect, or effect the other way, or a change in a side signal; inactive = no such curve, though single readings can be large or run the other way; the % refers to the polarisation;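 note: polarization taken with two DNA probes labelled with fluorescein and Texas red; potency is the fitted concentration of half-maximal effect; % of control where 0% means no effect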
Target sequence (P11308 whole entry, looked up, the tested form may be a part): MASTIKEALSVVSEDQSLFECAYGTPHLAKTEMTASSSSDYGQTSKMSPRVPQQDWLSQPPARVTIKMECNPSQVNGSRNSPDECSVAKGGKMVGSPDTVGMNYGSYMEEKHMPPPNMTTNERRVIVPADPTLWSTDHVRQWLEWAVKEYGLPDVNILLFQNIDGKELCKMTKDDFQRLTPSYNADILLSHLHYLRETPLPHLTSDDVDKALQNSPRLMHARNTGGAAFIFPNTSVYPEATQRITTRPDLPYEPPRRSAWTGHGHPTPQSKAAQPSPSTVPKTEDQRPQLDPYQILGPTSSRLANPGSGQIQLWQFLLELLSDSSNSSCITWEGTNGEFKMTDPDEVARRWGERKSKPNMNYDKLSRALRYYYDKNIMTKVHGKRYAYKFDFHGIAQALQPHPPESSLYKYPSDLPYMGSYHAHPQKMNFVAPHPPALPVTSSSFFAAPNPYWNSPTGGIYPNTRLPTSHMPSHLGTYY
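His-tagged ERG Ets domain (1 uM in the protein solution; 300mM KCl, 50mM Tris-HCl, 1mM EDTA, 1mM DTT, pH 7.5) received compound, then a probe mix of 5 nM fluorescein-DNA and 100nM Texas-615-DNA. Fluorescence polarization was read for both dyes.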
POLI inh: inhibitors of human DNA polymerase iota. Q9UNA4. Pol iota fluorescent replication assay, 10 min. Potency, µM (doses to about 115 µM), inactives show at the highest dose activity, negative = inhibition, actives largely listed as inhibitors. actives 1% (n = 390,000); note: potency is the fitted concentration of half-maximal effect
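Fluorescent replication assay read twice, at 0 min and 10 min after adding 50 nM (final) substrate. Enzyme (10 nM) and compounds were first incubated 15 min at room temperature; enzyme-free buffer wells were negative controls.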
POLK inh: blocks human DNA polymerase kappa activity. Q9UBT6. purified Pol kappa, fluorescent DNA synthesis assay, 10 min. Potency, µM (titrated, usually from 107 µM), for the others: top-dose activity, negative = inhibition, most hits filed as inhibitors. actives 0.53% (n = 400,000); note: potency is the fitted concentration of half-maximal effect; % is set by controls: 0 for no effect and ±100 for the full control effect
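Activity was followed as the change in fluorescence between reads at 0 and 10 min after starting the reaction with 50 nM substrate. Beforehand, 10 nM polymerase had been preincubated with compound for 15 min at room temperature.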
BLM inh: Bloom syndrome helicase (human) inhibition. recombinant BLM DNA unwinding, fluorescence dequenching. Potency, µM (top dose mostly 56.1 µM), without a hit: top-dose activity change, negative = inhibition, most hits filed as inhibitors. actives 0.2% (n = 350,000). AID 2528;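 note: potency is the fitted concentration of half-maximal effect; plate controls were vehicle for no effect and no enzyme for full effect; nearly all actives have a fitted effect of over 35% in size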
ALOX12 inh: inhibitors of human 12S-lipoxygenase ALOX12; actives 1.1% (n = 580,000); purified 12hLO, xylenol orange hydroperoxide absorbance; Potency, µM (highest dose often 108 µM), without a hit: at the highest dose activity change, negative = inhibition, hits mostly inhibitors; note: potency is the fitted concentration of half-maximal effect; % is set by controls: 0 for no effect and ±100 for the full control effect
Target sequence (P18054 whole entry, looked up): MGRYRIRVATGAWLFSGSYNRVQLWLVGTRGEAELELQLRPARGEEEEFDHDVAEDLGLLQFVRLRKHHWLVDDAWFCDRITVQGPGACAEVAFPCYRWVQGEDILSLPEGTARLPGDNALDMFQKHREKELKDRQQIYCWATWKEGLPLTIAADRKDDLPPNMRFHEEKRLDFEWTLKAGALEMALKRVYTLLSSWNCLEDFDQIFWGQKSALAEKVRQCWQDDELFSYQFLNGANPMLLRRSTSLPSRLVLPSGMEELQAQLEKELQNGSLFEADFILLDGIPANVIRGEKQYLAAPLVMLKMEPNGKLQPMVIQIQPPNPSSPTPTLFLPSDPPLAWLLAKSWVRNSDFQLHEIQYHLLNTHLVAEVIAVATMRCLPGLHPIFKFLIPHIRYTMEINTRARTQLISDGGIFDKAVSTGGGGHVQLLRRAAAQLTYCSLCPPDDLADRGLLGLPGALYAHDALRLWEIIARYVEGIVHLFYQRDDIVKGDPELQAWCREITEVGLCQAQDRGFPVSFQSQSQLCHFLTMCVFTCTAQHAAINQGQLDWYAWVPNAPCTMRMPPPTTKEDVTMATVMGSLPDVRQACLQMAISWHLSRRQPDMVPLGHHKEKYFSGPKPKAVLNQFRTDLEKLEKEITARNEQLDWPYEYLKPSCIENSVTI
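Purified human 12hLO at 150 nM in 25 mM Hepes, 0.01% Triton X-100, pH 7.0, preincubated 15 min at room temperature with compound. Reaction started with 40 uM arachidonic acid, 30 min at room temperature. Hydroperoxide measured by Fe-xylenol orange, 573/405 nm absorbance ratio.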
APE1 inh: blocks human APE1 abasic DNA cleavage; P27695; recombinant APE1, TAMRA/BHQ-2 abasic DNA cleavage fluorescence; Potency, µM (titrated, usually from 65.8 µM), without a hit: at the top dose activity change, negative = inhibition, hits mostly inhibitors; actives 0.35% (n = 350,000); AID 2517;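 note: potency is the fitted concentration of half-maximal effect; plate controls were vehicle for no effect and reference inhibitor for full effect; nearly all actives have a fitted effect of over 55% in size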
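Enzyme (0.75 nM final) and test compound are incubated 15 min at room temperature before adding 50 nM quenched THF abasic-site duplex. Cleavage dequenches TAMRA, followed at 525/598 nm over three reads one minute apart.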
* marks the source's active call; other numbers are inactive results; ? = inconclusive; nt = no result given; & = joins results of further samples; [ ] = remark or other dose. Unless noted, calls come from the whole dose curve; as a rule, active = well fitted curve in the direction sought with a large enough effect; inconclusive = small, poorly fitted or top-dose-only effect, or another doubt; inactive = no such curve, though single readings can be large; an effect the other way counts as inactive or inconclusive. This is a subset (hit frequency here may not be typical).

structure	POLB inh	POLK inh	Anesthetic bind	ALOX12 inh	ERG Ets-DNA blk	BLM inh	POLI inh	TRHR agonist	APE1 inh
CC(=O)Nc1ccc(NC(=O)C2CCCCC2C(=O)O)cc1 (stereo not drawn)	-6%	-1%	1%	0%	2%	-14%	-1%	0.7	-13%
COc1ccccc1NS(=O)(=O)c1ccc(-c2cc(C)no2)s1	7%	-3%	-25%	-1%	-5%	0%	?	2.1	-26%
C=CCn1c(SCC(=O)NCC(c2ccccc2)N(C)C)nnc1C1CCCCC1 (stereo not drawn)	nt	-3%	nt	41%[activator]	9%	nt	25%	0.2	12%
COCC1CCCCN1C(=O)c1cc(COc2ccc3ncccc3c2)on1 (stereo not drawn)	-14%	7%	-6%	0%	9%	-2%	32%[activator]	1.2	-6%
COc1cc(-c2nnn(CC#N)n2)ccc1OCc1ccccc1	-3%	-9%[60.1 µM]	-7%	8%	nt	-14%	-4%	-0.4	-6%
Cc1ccc(C(=O)N/N=C2/NC(=O)CC(C(=O)Nc3ccccc3)S2)cc1 (stereo not drawn)	-4%	-19%	-11%	-3%	-5%	-8%	8%	0.4	1%
CCOc1cc(CNCCSc2nnnn2-c2ccccc2)ccc1OC	15%	6%	-16%	-5%	-6%	-3%	3%	1.1	nt
Cc1ccsc1C(=O)N1CCN(C(=O)c2ccco2)CC1	nt	0%	nt	4%	7%	nt	?	0.0	26%
O=C(Nc1nc2nccc(-c3ccccc3)n2n1)C(Cl)(Cl)Cl	9%	-4%	-1%	-25%	7%	1%	0%	-0.3	5%
Cc1cc(=O)oc2cc(OCC(=O)Nc3ccc(CN4CCOCC4)cc3)c(Cl)cc12	12%	-10%	-18%	12%	-1%	1%	-2%	0.6	25%
c1ccc(-c2ccncn2)cc1	nt	6%	nt	-16%	-13%	nt	31%[activator]	nt	nt
O=C(CCC(=O)c1cccs1)OCc1nnc(-c2ccccc2)o1	-21%	-7%	?	18%	-2%	-1%	21%	-0.8	-2%
Cc1ccc(CNS(=O)(=O)c2cccc3nsnc23)cc1	2%	-17%	?	1%	9%	1%	94%[activator]	-0.5	-2%
COc1ccc(OC)c(Nc2nc(-c3sc(NC(=O)C(C)(C)C)nc3C)cs2)c1	19%	-6%	-16%	-24%	3%	-6%	?	0.3	-4%
COCC(=O)N(Cc1cc2cc(C)ccc2[nH]c1=O)c1ccccc1	-26%	12%	-7%	-5%	8%	0%	28%	0.1	31%
CN(C)C(=O)CSc1nc2ccc(C(=O)c3ccccc3)cc2[nH]1	-4%	4%	-7%	9%	-5%	1%	8%	-0.5	15%
Cc1onc(-c2c(F)cccc2Cl)c1C(=O)NC1=NCCS1	-1%	-11%	-10%	4%	-8%	-5%	-4%[58.9 µM]	-0.8	-5%
CC(C)(C)c1ccc(C(=O)NCC(=O)N2CCCCCC2)cc1	11%	0%	1%	-1%	11%	0%	34%[activator]	0.3	9%[12.4 µM]
O=c1[nH]c(CSc2nnc(-c3ccccc3)n2C2CCCCC2)nc2ccccc12	15%	-3%	-10%	24%	-4%	-2%	-2%	0.0	1%
Cc1cccc(N=Nc2ccc(O)c3ncccc23)c1	1%	-19%	-11%	?	5%	1%	35%[activator]	-3.4	-7%
CC(C)(C)c1ccccc1OCC(=O)NCCC(=O)O	17%	-4%	-6%	-14%	-10%	-2%	0%	0.2	1%
Fc1cccc(-c2nnn3c2nc(NCc2ccc4c(c2)OCO4)c2ccccc23)c1	-26%	-21%	4%	?	-13%	-13%	26%	0.4	nt
Cc1cccc(N2CCN(C(=O)c3ccc4c(c3)N(Cc3cccc(Cl)c3)C(=O)c3ccccc3S4=O)CC2C)c1 (stereo not drawn)	-27%	-12%[60.1 µM]	-6%	-28%	-1%	-7%	9%	0.1	nt
CN(C)CC(=O)Nc1ccc(S(N)(=O)=O)cc1	7%	-16%	-1%	-16%	-9%	-1%	?	0.2	4%
O=c1[nH]c(CSc2nc(-c3ccccc3)cs2)nc2ccccc12	-1%	-6%	0%	-4%	15%	-1%	77%[activator]	-0.4	2%
Cc1noc(C)c1S(=O)(=O)NCCN1CCN(c2ccccc2)CC1	27%	-18%	-6%	0%	0%	2%	13%	0.4	16%
COC(=O)C1(C)NC(c2ccccc2F)C2C(=O)N(c3ccccc3)C(=O)C21 (stereo not drawn)	24%	12%	-7%	6%	18%	5%	-21%	0.1	-6%
CCOC(=O)C1=C(COC(=O)CCNS(=O)(=O)c2ccc(C)c(C)c2)NC(=O)NC1C (stereo not drawn)	nt	-5%	nt	-3%	-5%	nt	-5%	0.0	0%
CCCCSCCCNC(=O)c1cn(CC)c2ccc(S(=O)(=O)N3CCOCC3)cc2c1=O	-2%&-7%	-9%&-13%	?	?	-2%&0%	-8%&0%	?	0.0&-0.6	-15%
COc1cc(NC(=S)NNC(=O)CC(C)C)c(OC)cc1Cl	2%	2%	1%	-4%	5%	2%	-1%	-0.1	-1%
CN1CCN(CC(C)(C)NS(=O)(=O)c2ccccc2)CC1	nt	-3%	nt	-3%&-4%	-8%	nt	50%[activator]	nt	11%
CN(C)S(=O)(=O)N(Cc1ccc(Br)cc1)c1ccccc1	4%	-6%	54%[activator]	-16%	0%	1%	-12%[58.9 µM]	-1.7	1%
COc1cc(/C=C/c2cccc[n+]2C)ccc1OCC(=O)Nc1cccc(Cl)c1	40µM*	-21%	7%	?	0%	69%[activator]	?	0.4	-3%
Cc1ccc2c(c1)C1CN(C)CCC1N2C(=O)COc1ccccc1F (stereo not drawn)	1%	0%	3%	-7%	-8%	2%	50%[activator]	0.3	11%
Cc1csc(CN(C)C(=O)CC2C(=O)NCCN2CC(C)(C)C)n1 (stereo not drawn)	22%	2%	-2%	16%	0%	-2%	30%	1.3	1%
Cn1c(=S)oc2ccccc21	2%	-1%	-10%	242%[activator]	1%	-6%	54%[activator]	0.4	2%

Profiles, looked up by structure:
Listed for COC(=O)C1(C)NC(c2ccccc2F)C2C(=O)N(c3ccccc3)C(=O)C21 (stereo not drawn) = POLB inh: 24%; POLK inh: 12%; Anesthetic bind: -7%; ALOX12 inh: 6%; ERG Ets-DNA blk: 18%; BLM inh: 5%; POLI inh: -21%; TRHR agonist: 0.1; APE1 inh: -6%
Listed for O=c1[nH]c(CSc2nc(-c3ccccc3)cs2)nc2ccccc12 = POLB inh: -1%; POLK inh: -6%; Anesthetic bind: 0%; ALOX12 inh: -4%; ERG Ets-DNA blk: 15%; BLM inh: -1%; POLI inh: 77%[activator]; TRHR agonist: -0.4; APE1 inh: 2%

(next part)
structure	POLB inh	POLK inh	Anesthetic bind	ALOX12 inh	ERG Ets-DNA blk	BLM inh	POLI inh	TRHR agonist	APE1 inh
O=C(NCCc1ccccc1)c1c[nH]c2c(F)cccc2c1=O	12%	-8%	-11%	-1%	10%	1%	228%[activator]	-0.5	13%
O=C(OCC(=O)N1CCCC1=O)c1nc(Cl)c(Cl)c(Cl)c1Cl	?	?	-24%	nt	15%	-15%	?	-0.3	?
O=C(Nc1ccc(F)cc1)c1ncn(-c2ccccc2)n1	-3%	18%	-6%	-2%	1%	-1%	37%[activator]	-0.3	nt
N=c1ccn(O)cc1CCc1ccccc1	nt	1%	nt	-13%	-13%	nt	6%	nt	nt
CCC(C)(C)NC(=O)C(c1cccs1)N(C(=O)c1ccn[nH]1)c1cccc(OC)c1 (stereo not drawn)	?	0%[60.1 µM]	-17%	4%	-5%	-4%	32%[activator]	0.1	-4%
COc1ccc(C)c2sc(N(CCCN(C)C)C(=O)CS(=O)(=O)c3ccc(F)cc3)nc12	nt	6%	nt	?	10%	nt	-9%	0.1	2%
Cc1ccccc1-c1nc(NCc2cccs2)c2ccccc2n1	nt	-6%[60.1 µM]	nt	?	nt	-14%	nt	nt	?
COc1ccc(-n2c(=O)c(CCC(=O)N3CCC(C)CC3)nc3ccccc32)cc1	nt	5%	nt	255%[activator]	18%	nt	7%	-0.4	-2%
COc1ccc(-c2nc3scc(CCNS(=O)(=O)c4cccc(C(C)=O)c4)n3n2)cc1	?	-6%[60.1 µM]	-15%	?	-1%	-3%	1%	0.1	nt
Cc1ccc(NCC(=O)Nc2cccc(S(=O)(=O)N(C)C)c2)cc1S(=O)(=O)N1CCCCCC1	nt	-19%	nt	-10%	9%	nt	1%	1.3	-10%
Cn1cc(SCC(=O)N2CCOCC2)c2ccccc21	8%	1%	42%[activator]	3%	2%	-1%	37%[activator]	-0.6	3%
CN(C(=O)c1cccc(NC(=O)Cc2cccc(NC(=O)C3CCN(C(=O)C4CCCC4)CC3)c2)c1)C1CC1	nt	2%	nt	-29%	-21%	nt	7%	nt	nt
COc1cc(C(=O)NNC(=S)NC(=O)c2ccc(Cl)cc2)cc(OC)c1OC	3%	-16%	-16%	?	1%	0%	35%[activator]	9.7	14%
Cc1cccc2cncc(OCc3nnc(SC(F)F)n3C)c12	-6%	-8%	-4%	-3%	-3%	-2%	1%	-0.3	-1%
Cc1nn(CCC(=O)Nc2cccc(C#N)c2)c(C)c1S(=O)(=O)N1CCCCC1	?	0%	-10%&5%	20%&-9%	-4%&-4%	0%&2%	29%&-17%	-0.1&0.8	-10%
C/C(Cc1ccccc1)=N\NC(=O)CNC(=O)c1ccccc1F	20%	-13%	-23%	22%	16%	1%	-1%	0.4	-8%
Cc1cccc(COCC(CC(C)C)N2CCN(C(=O)c3ccc(C(F)(F)F)cc3)CCC2=O)c1 (stereo not drawn)	-23%	-10%	?	-13%	9%	-11%	-6%	0.3	9%
CCOC(=O)c1[nH]c(C)c(C(=O)NCc2cccnc2)c1C	-5%	2%	-9%	445%[activator]	-3%	-5%	-11%	0.4	14%
Cc1cc(Oc2ccc(=O)n(C)n2)nc(Oc2ccc(=O)[nH]n2)n1	3%	8%	-12%	-20%	8%	-1%	11%	-0.1	2%
COc1ccc(-c2csc(CCN3N=C(C)CC3=O)n2)cc1	-6%	-23%	-14%	-18%	4%	-4%	60%[activator]	0.0	-9%

Screens deposited in PubChem BioAssay by National Center for Advancing Translational Sciences (NCATS).
